Growth percent in the NCI-60 one-dose screen (48 h, 10 µM unless noted): 100 = growth as untreated, 0 = no growth, -100 = all killed.
LOX IMVI – LOX IMVI melanoma. 79,000 compounds, 7.4% hits
HOP-62 – HOP-62 NSCLC; 80,000 compounds, 3.9% hits
CCRF-CEM – CCRF-CEM leukemia; 77,000 compounds, 7% hits
HOP-92 – HOP-92 NSCLC cells | 71,000 compounds, 6.3% hits
A549/ATCC – A549/ATCC NSCLC; 81,000 compounds, 3.7% hits
M14 – M14 melanoma; 80,000 compounds, 6.2% hits
SK-MEL-5 – SK-MEL-5 melanoma | 80,000 compounds, 6.4% hits
EKVX – EKVX NSCLC | 71,000 compounds, 3% hits | AID 1794765
An asterisk follows results filed as active; / = no result given; & = joins results of further samples. The calls were made as follows: active = growth percent below 10; inactive = the rest. This is a random part of the collection; any-hit rate near 12%.

1: CN(C)CP(=O)(O)CCc1ccccc1
2: COc1ccc(C(=O)OC2C(OC)OCC(O)C2O)cc1 (stereo not drawn)
3: Cc1[nH]nc2ncc(C#Cc3cncc(C(=O)Nc4ccc(CN5CCN(C)CC5)c(C(F)(F)F)c4)c3)cc12
4: CCCOCc1cn[nH]n1
5: Cc1ccc(C)c(C(O)(c2cc(C)ccc2C)C2(O)CCCCC2)c1
6: COc1cc(-c2nc3occn3c2-c2ccnc(NCCCNS(=O)(=O)c3ccccc3)n2)ccc1F
7: COc1ccc(-c2cc3c4c(nc5ccccc5c4c2)CC(c2cc(OC)c(OC)c(OC)c2)O3)cc1 (stereo not drawn)
8: C#CCn1cc(/C=N/Nc2nc(-c3ccc(OC)cc3)cs2)c2ccccc21

Compound,1,2,3,4,5,6,7,8
LOX IMVI,101.1,101.8,-23.4*,98.6,86.6,31.5,38.4,96.9
HOP-62,98.2,99.3,28.9,99.8,111.5,73.9,34.7,95.1
CCRF-CEM,97.3,54.4,20.9,108.8,94.3,17.3,99.1,97.2
HOP-92,87.9,103.7,-23.0*,105.7,/,63.4,-7.6*,85.7
A549/ATCC,93.5,101.5,23.9,96.0,92.9,38.0,64.7,103.6
M14,106.5,102.2,-17.1*,105.8,98.6,17.2,57.5,100.4
SK-MEL-5,100.5,111.5,40.2,106.0,99.4,-22.4*,62.6,98.6
EKVX,106.4,116.0,54.9,102.8,/,44.7,65.0,48.9

9: COC(=O)CC[C@@H]1O[C@@H](c2cc(OC)c(OC)c(OC)c2)[C@H](I)[C@H]1O
10: Cc1cc(N=C2NC(=O)CS2)n[nH]1
11: C=CCn1cc(-c2nc3ccccc3s2)c2cc(-c3ccc4c5c(cccc35)C(=O)N(CCCC)C4=O)ccc21
12: COc1ccc(Cl)cc1NN
13: O=c1oc2cc(O)ccc2s1
14: C#C[C@]1(O)CC[C@H]2[C@@H]3CC=C4c5nc(Nc6ccc(OC)cc6OC)sc5CC[C@]4(C)[C@H]3CC[C@@]21C
15: CCCCCCCCCCCCCCCCCCNC(=S)N/N=C/c1c(O)ccc2ccccc12
16: CCOC(=O)c1sc(-c2ccc(OS(=O)(=O)c3ccc(C(C)(C)C)cc3)c(C=O)c2)nc1C

Compound,9,10,11,12,13,14,15,16
LOX IMVI,98.0,94.6,91.3,81.7,94.1,-78.3*,107.9,43.3
HOP-62,101.6,115.6,94.9,80.8,119.1,-11.5*,99.0,52.0
CCRF-CEM,103.7,/,108.9,43.3,103.3,16.9,96.8,29.9
HOP-92,/,114.7,106.6,76.7,82.6,10.4,95.8,21.1
A549/ATCC,93.5,109.2,109.8,89.7,97.6,9.7*,98.8,84.9
M14,99.3,96.5,102.1,100.7,105.9,-41.4*,97.6,/
SK-MEL-5,102.2,/,98.1,99.1,105.4,-92.2*,98.0,/
EKVX,100.1,72.7,85.5,99.8,100.9,24.7,87.4,40.2

17: O=C(O)c1ccc(Cn2cnc3c(=S)nc[nH]c32)cc1
18: Cc1cc2[nH]c(=O)[nH]c2cc1C
19: CCC(=O)OC1CCCCC1
20: CCCCCCOC(=O)N1CCCCC1CCC (stereo not drawn)
21: CC(C)CCN(CCCNc1c2c(nc3cc(Cl)ccc13)CCCC2)CCC(C)C
22: Nc1c(C(=O)Nc2ccccc2Cl)sc2nc3c(cc12)CCCCCCCC3
23: O=C(/C=C/C(=O)Oc1ccccc1Cl)Oc1ccccc1Cl
24: COc1cc(/C=N/c2n[nH]c(Nc3ccccc3)n2)cc(OC)c1OC

Compound,17,18,19,20,21,22,23,24
LOX IMVI,/,96.3,101.7,99.7,51.0,87.9,92.4,10.5
HOP-62,112.9,95.3,111.0,124.5,77.9,84.9,82.9,111.4
CCRF-CEM,93.9,/,99.5,128.7,61.6,78.1,31.3,99.7
HOP-92,103.7,102.9,/,123.2,12.3,83.0,107.2,91.4
A549/ATCC,109.1,/,109.8,94.5,85.4,80.5,74.2,103.1
M14,116.0,108.1,98.9,107.1,4.0*,87.9,90.8,104.4
SK-MEL-5,106.9,105.6,100.3,93.7,57.8,93.1,102.5,102.2
EKVX,103.3,/,98.2,98.9,54.4,90.1,99.9,90.2

25: O=S(=O)(O)c1cccc2cc(Nc3ccccc3)cc(Nc3ccccc3)c12
26: COc1ccc(/C(C)=N/N=C2C(=O)N(C)c3ccccc32)cc1S(N)(=O)=O
27: CC1(C)CC[C@]23CC[C@]4(C)[C@H](CC[C@@H]5[C@@]6(C)CC(=O)CC(C)(C)[C@@H]6CC[C@]54C)[C@H]2[C@H]1OC3
28: COc1ccc(N=Nc2ccc(N)nc2N)cc1
29: O=C(CSc1nc2sc3c(c2c(=O)n1-c1ccc(Cl)cc1)CCCC3)Nc1nc(-c2ccccc2)cs1
30: COc1cc2oc(-c3cccc(NC(=O)[C@H](CCC(N)=O)NC(=O)OC(C)(C)C)c3)cc(=O)c2c(OC)c1OC
31: O=C1OC(=O)c2c(Br)c(Br)c(Br)c(Br)c21
32: CCOC(=O)C1=C(C)NC(C)=C(C(=O)OCCOC)C1c1cccc(C#N)c1 (stereo not drawn)

Compound,25,26,27,28,29,30,31,32
LOX IMVI,90.5,97.5,80.7,103.5,95.2,103.1,94.0,96.8
HOP-62,86.3,93.0,89.4,105.9,100.3,102.1,96.2,106.2
CCRF-CEM,98.2,86.7,109.1,97.2,107.0,110.0,109.2,105.6
HOP-92,/,97.4,92.0,116.7,117.8,/,108.9,/
A549/ATCC,107.3,90.5,105.5,89.8,100.2,103.4,/,95.5
M14,99.0,99.6,85.2,112.8,96.7,107.4,103.9,100.4
SK-MEL-5,99.9,94.6,94.6,95.1,103.2,99.4,94.3,100.3
EKVX,93.3,96.4,92.4,89.3,94.0,103.8,100.8,100.1

33: COc1cc(C)c(Br)cc1Br
34: COc1ccc(OC)c([N+](=O)[O-])c1
35: Nc1c(C(=O)Nc2ccccc2)sc2nc(-c3cnccn3)cc(-c3cccs3)c12
36: O=C(Nc1nc(-c2ccc(Cl)cc2)cs1)c1cc(O)c(O)c(O)c1
37: C=C(C)[C@@H]1CC[C@]2(C(=O)n3ccnc3)CC[C@]3(C)[C@H](CC[C@@H]4[C@@]5(C)Cc6c([nH]c7ccccc67)C(C)(C)[C@@H]5CC[C@]43C)[C@@H]12
38: CC(C)(C)n1cc(-c2ccnc(NCCCNS(=O)(=O)c3cccc(F)c3)n2)c(-c2ccc(Cl)c(O)c2)n1
39: C=CCn1c(SCC(=O)Nc2ccc(Cl)cc2)nnc1-c1cc(-c2ccc(Cl)cc2)nc2ccccc12
40: COc1cc2c(c(OC)c1OC)C(=O)CC(c1cccc(NC(=O)c3cccc(NC(=O)[C@H](C)NC(=O)OC(C)(C)C)c3)c1)O2 (stereo partly drawn)

Compound,33,34,35,36,37,38,39,40
LOX IMVI,100.3,89.7,111.5,1.7*,81.9,96.4,82.6,/
HOP-62,107.6,106.4,100.8,38.6,95.6,111.5,93.6,73.6
CCRF-CEM,97.6,104.4,104.3,8.1*,81.1,71.4,98.2,31.2
HOP-92,/,/,102.2,/,95.3,/,113.8,74.4
A549/ATCC,98.5,99.7,102.3,25.2,57.9,93.6,84.2,59.9
M14,111.1,108.6,112.8,23.2,96.6,94.9,100.3,76.0
SK-MEL-5,105.1,102.6,101.0,24.6,96.7,95.5,102.9,25.9
EKVX,100.7,107.6,93.9,/,80.5,80.5,93.6,93.3

41: NC(=S)N/N=C/c1ccncc1
42: NCCCNCCNCCCN
43: O=c1oc(-c2csc(-c3cccs3)n2)cc2ccccc12
44: COc1c(N2CC3CCCNC3C2)c(F)cc2c(=O)c(C(=O)N/N=C/c3c[nH]c4ccccc34)cn(C3CC3)c12 (stereo not drawn)
45: Nc1ccc(Oc2ccc(N)c([N+](=O)[O-])c2)cc1[N+](=O)[O-]
46: CN1C(=O)NC(=C(Cl)Cl)/C1=N/S(=O)(=O)N1CCOCC1
47: Cc1cc(O)c(C(C)C)cc1NC1=CC(=O)c2ccccc2C1=O
48: O=C(O)/C=C/C=C/c1ccccc1

Compound,41,42,43,44,45,46,47,48
LOX IMVI,102.2,98.7,96.5,90.2,90.4,104.5,33.4,97.9&99.3
HOP-62,99.2,91.5,88.5,108.7,82.1,115.2,97.9,105.3&101.8
CCRF-CEM,110.0,102.6,100.0,71.2,81.8,103.6,48.3,95.1&101.6
HOP-92,94.7,103.1,94.6,79.6,79.8,111.7,60.5,102.2&99.5
A549/ATCC,97.0,92.4,88.7,101.7,90.4,102.4,83.5,97.8&98.4
M14,/,97.6,102.5,/,104.7,105.8,/,101.0&101.2
SK-MEL-5,104.5,100.6,97.4,95.3,94.9,104.7,40.1,94.7&102.3
EKVX,/,/,90.4,105.0,93.0,107.1,87.9,100.2

Taken from the listing for reference:
46: CN1C(=O)NC(=C(Cl)Cl)/C1=N/S(=O)(=O)N1CCOCC1
47: Cc1cc(O)c(C(C)C)cc1NC1=CC(=O)c2ccccc2C1=O
48: O=C(O)/C=C/C=C/c1ccccc1

Compound,46,47,48
LOX IMVI,104.5,33.4,97.9&99.3
HOP-62,115.2,97.9,105.3&101.8
CCRF-CEM,103.6,48.3,95.1&101.6
HOP-92,111.7,60.5,102.2&99.5
A549/ATCC,102.4,83.5,97.8&98.4
M14,105.8,/,101.0&101.2
SK-MEL-5,104.7,40.1,94.7&102.3
EKVX,107.1,87.9,100.2

Other structures:
49: O=C1CC(c2cccc(-c3cccnc3)c2)=Nc2ccc(Br)cc2N1
50: Cc1[c-]onc1C.Cc1[c-]onc1C.[Ag].[Ag].[NH-]S(=O)(=O)c1ccc(N=Nc2cc(N=Nc3ccc(S([NH-])(=O)=O)cc3)c3c(NC(=O)C(Cl)Cl)cccc3c2OC(=O)C(Cl)Cl)cc1
51: CS(=O)(=O)Nc1ccc(C(=O)N=Nc2c(O)[nH]c3ccc(Br)cc23)cc1
52: COCC1(c2nc3ccc(Cl)cc3c(-c3ccccc3)c2-c2nn[nH]n2)CCCC1
53: COC(C(=O)O)c1ccccc1 (stereo not drawn)
54: COC(=O)/C=C/N1CCCC1
55: O=C1CCCCc2cc(O)c(O)cc21
56: CCOC(=O)COc1ccc(/C=C(\C)[N+](=O)[O-])c2ccccc12

Compound,49,50,51,52,53,54,55,56
LOX IMVI,55.8,81.4,105.2,96.1,101.5,90.0,94.7,41.1
HOP-62,19.7,84.7,120.2,87.9,103.3,125.4,106.9,103.7
CCRF-CEM,50.8,11.0,87.8,96.6,99.9,112.1,98.7,84.3
HOP-92,23.5,6.0*,110.9,91.4,/,121.6,110.1,107.2
A549/ATCC,38.1,80.5,98.2,108.6,99.6,86.8,104.8,114.7
M14,37.8,103.0,107.5,100.8,106.7,104.6,105.2,82.2
SK-MEL-5,8.0*,24.2,100.9,97.2,124.0,92.6,100.5,101.1
EKVX,36.9,/,105.7,95.5,107.6,98.5,/,110.0

57: COc1ccccc1NCc1cccn1Cc1cccc2ccccc12
58: O=C1C(Cl)C(c2ccc([N+](=O)[O-])cc2)N1n1cnnc1 (stereo not drawn)
59: CCCCNC(C)(C)C(SSSC(c1ccco1)C(C)(C)NCCCC)c1ccco1 (stereo not drawn)
60: O=C(O)c1ccc(-n2cc(/C=N/Nc3ccc(F)c(Cl)c3)c(-c3cc(C(F)(F)F)cc(C(F)(F)F)c3)n2)cc1
61: CCCCCCCCCCCCCCCCCCNC(=O)[C@H]1CSC(c2ccc(OC)c(F)c2)N1 (stereo partly drawn)
62: Cc1ccc(/C(=N\c2sc(-c3ccccc3)nc2-c2ccccc2)N(C)C2CCCCC2)cc1

Compound,57,58,59,60,61,62
LOX IMVI,109.1,94.5,94.7,56.0,30.1,/
HOP-62,93.7,76.7,100.1,88.4,-82.9*,113.6
CCRF-CEM,93.4,98.6,/,34.9,-14.4*,99.6
HOP-92,83.5,96.0,83.8,103.2,37.8,112.0
A549/ATCC,98.0,95.4,/,63.4,20.9,100.6
M14,/,90.3,92.0,52.6,-76.7*,102.1
SK-MEL-5,95.7,104.1,97.7,56.7,23.8,96.3
EKVX,106.6,97.7,/,67.5,17.5,103.0
